phage Ecoli inh = growth loss of phage-infected E. coli, primary screen, RecBCD inhibitor project, absorbance, with phage, HTS; inhibition, % at 11.9 µM; actives 0.26% (n = 360,000); in the data active means inhibition above about 11%
Wnt bcat act = Wnt/beta-catenin pathway activators, primary screen, cell-based, plate reader, single point; AID 743398, 2014; activation, % at 9.35 µM; Wnt/beta-catenin reporter cell assay, activator; actives 1.2% (n = 300,000); in the data active means activation above about 30%, passing the limit was not always enough;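 further: 0% = neutral control wells and 100% = positive control wells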
CAL PDZ FP-1 = CAL PDZ peptide-binding inhibitors, primary screen, biochemical, fluorescence polarization, Cer-tagged CAL PDZ, HTS | Golgi-associated PDZ and coiled-coil motif-containing protein (Homo sapiens), Q9HD26 | purified CAL PDZ, TMR-peptide fluorescence polarization, 1 h | inhibition, % at 20 µM | actives 0.02% (n = 330,000) | AID 504414, 2011;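 active means highest replicate inhibition of at least 40%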;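 further: plate controls were DMSO neutral control wells for no effect and unlabeled competitor peptide control wells for full effect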
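Control set: unlabelled peptide and DMSO controls / Material: purified CerCALP PDZ construct / Timing: 1 h incubation at room temperature before polarization reading / Doses: 20 µM, one dose / Detection: fluorescence polarization (mP)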
E coli growth = E. coli V3065 growth inhibition, primary screen, counter-screen for AddAB inhibitor project, absorbance, OD600; 18 h; inhibition, % at 11.9 µM; actives 0.27% (n = 330,000);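 active means inhibition above the campaign's mean inhibition across all tested compounds plus 3 SD, cut at about 9.9% in these data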;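 further: uninfected addAB+ strain grown without phage in ampicillin broth; 0% = DMSO wells and 100% = ciprofloxacin 0.95 µg/ml wells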
CAL PDZ FP-2 = untagged CAL PDZ binding inhibitors, primary screen, biochemical, fluorescence polarization, HTS; inhibition, % at 24.9 µM; actives 0.92% (n = 300,000); Golgi-associated PDZ and coiled-coil motif-containing protein (Homo sapiens), Q9HD26; purified CAL PDZ, TMR-peptide fluorescence polarization, 1 h; AID 602252, 2012;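 active means mean inhibition of at least 30% with at least half of replicates also reaching 30%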;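 further: 0% = DMSO neutral control and 100% = excess unlabeled competitor peptide PRC23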
SR-BI HDL uptake = inhibitors of SR-BI mediated HDL lipid uptake, primary screen, ldlA[mSR-BI] cells, fluorescence, single point; Scavenger receptor class B member 1 (Mus musculus), Q61009; ldlA[mSR-BI] CHO cells, DiI-HDL uptake fluorescence, 3 h; inhibition, % at 12.5 µM; actives 0.96% (n = 320,000);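 active means mean replicate inhibition of at least 70% and a set share of replicates each scoring 70 or more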;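 further: 0% = median of neutral control wells and 100% = median of positive control wells; values of inactives mirror those of a sister screen read the other way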
Target sequence (Q61009 whole entry, looked up): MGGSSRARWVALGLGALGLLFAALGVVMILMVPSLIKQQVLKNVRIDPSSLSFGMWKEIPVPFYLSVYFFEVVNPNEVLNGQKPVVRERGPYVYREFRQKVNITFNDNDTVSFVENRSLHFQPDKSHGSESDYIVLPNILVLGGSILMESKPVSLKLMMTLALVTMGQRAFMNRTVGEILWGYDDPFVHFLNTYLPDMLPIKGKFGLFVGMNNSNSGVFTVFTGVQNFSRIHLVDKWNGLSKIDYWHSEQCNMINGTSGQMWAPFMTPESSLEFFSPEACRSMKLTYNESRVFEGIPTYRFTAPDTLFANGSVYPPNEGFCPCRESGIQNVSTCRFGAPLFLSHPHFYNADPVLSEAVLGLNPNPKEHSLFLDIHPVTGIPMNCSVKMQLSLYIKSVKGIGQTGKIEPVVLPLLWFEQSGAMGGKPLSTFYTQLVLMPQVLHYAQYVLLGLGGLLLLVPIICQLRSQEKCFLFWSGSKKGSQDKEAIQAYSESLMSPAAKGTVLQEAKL
AddAB inh = growth inhibition of E. coli expressing H. pylori AddAB, primary screen, AddAB inhibitor project, absorbance; inhibition, % at 11.9 µM; actives 0.29% (n = 330,000); in the data active means inhibition above about 12%;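 further: 0% = vehicle wells of infected cells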
SR-BI uptake up = activators of SR-BI mediated DiI-HDL uptake, primary screen, ldlA[mSR-BI] CHO cells, DiI fluorescence | 3 h; 100 = double the neutral-control signal | activation, % at 12.5 µM | actives 0.096% (n = 320,000) | AID 504775, 2011;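 active means mean replicate activation of at least 60% and every replicate at or above 60%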;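 further: 0% = median plate neutral-control signal and 100% = twice that signal; values of inactives mirror those of a sister screen read the other way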
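Test system: SR-BI-overexpressing, LDLR-lacking CHO cells; Medium: Ham's F12 with 0.5% BSA, HEPES 25 mM, pH 7.4; Schedule: 3 h, 37 °C; Technique: bottom-read fluorescence, 550/595 nm.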
MITF TRPM1 HTS = activators of MITF-driven TRPM1 promoter reporter, primary screen, cell-based, SK-MEL-5, luciferase, single point. SK-MEL-5 TRPM1-promoter luciferase, 24 h; % of positive control, neutral wells = 0. activation, % at 12.5 µM. actives 0.75% (n = 300,000). AID 588334, 2011;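 active means mean activation of at least 80% with every replicate also reaching 80%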;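 further: 0% = neutral control wells and 100% = parthenolide positive control wells; values of inactives mirror those of a sister screen read the other way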
Tat transport = E. coli Tat export inhibitors, primary screen, MC4100, TorA-mCherry reporter, fluorescence, single point. AID 488895, 2010. inhibition, % at 10 µM. actives 0.036% (n = 340,000);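 active means mean replicate inhibition at least 50% and at least half of replicates individually reaching 50%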;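 further: exported cargo escapes ClpAP degradation while cytoplasmic cargo is degraded and loses fluorescence; 0% = median of neutral control wells and 100% = median of NaSCN control wells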
An asterisk follows results filed as active; . = not tested or not shown. An unsorted share of the library, and some 3.6% of all compounds hit somewhere here.

SMILES	phage Ecoli inh	Wnt bcat act	CAL PDZ FP-1	E coli growth	CAL PDZ FP-2	SR-BI HDL uptake	AddAB inh	SR-BI uptake up	MITF TRPM1 HTS	Tat transport
CCOc1ccc(/C(O)=C2\C(=O)C(=O)N(CCN(C)C)C2c2cccc(OC)c2OC)cc1Cl (centres undefined)	3.3	.	-0.9	-1.9	-3	-3	-3.5	3	1	1
COc1cc(NC(=O)c2c(F)c(F)c(OC)c(F)c2F)ccc1NC(=O)c1cccs1	2.0	2	-0.6	-0.6	-4	62	0.6	.	5	-7
COc1ccccc1S(=O)(=O)Cc1ccc(C(=O)NCC2CCCO2)o1 (centres undefined)	5.3	-1	-1.6	-3.0	-4	-11	-0.7	11	13	-1
CCCCNC(=O)c1ccc(NC(=O)CC2SC(N3CCCC3)=NC2=O)cc1 (centres undefined)	0.5	4	-0.4	1.8	0	3	1.4	-3	2	-3
S=C(NCc1ccco1)NC1CCCc2ccccc21 (centres undefined)	2.3	2	-1.6	2.3	9	14	6.5	-14	-5	6
CCCCCC(=O)NNC(=O)Nc1ccccc1	2.4	.	-0.8	-2.4	-1	-27	0.2	27	-9	9
CCn1c(=O)c(C(=O)NNS(=O)(=O)c2ccc(NC(=O)OC)cc2)c(O)c2ccccc21	-0.3	-2	-4.1	0.3	-4	.	3.9	.	0	-7
O=C(NCC1CC1)c1ccccc1Cl	2.5	-2	-1.1	-1.4	-4	-26	0.5	26	13	-6
O=C(COC(=O)c1cccc(Cl)c1Cl)NCc1cccs1	3.8	4	0.3	-2.6	1	-10	1.0	10	17	6
Cc1sc(N)nc1-c1ccccc1	3.2	0	-4.2	0.1	-1	-17	-3.5	17	0	-1
CC(=O)N/N=C(\C)CC(=O)Nc1cccc2c1CCCC2	3.4	-3	0.0	1.8	-1	-16	3.1	16	-4	12
O=C(OC(C(=O)NC1CCCC1)c1cccnc1)C1=Cc2ccccc2OC1 (centres undefined)	3.2	.	.	-1.8	-7	1	0.0	-1	.	0
CCOP(=O)(OCC)C(O)c1cc(OC)c(OC)c(OC)c1 (centres undefined)	2.5	.	0.3	0.4	-1	-1	0.6	1	12	-2
COc1ccccc1N1CCN(C(=S)Nc2ccc(F)cc2)CC1	0.7	-1	-0.6	3.0	-4	23	1.8	-23	.	-2
O=C(Nc1nccs1)c1ccc(Br)c(S(=O)(=O)N2CCCC2)c1	0.0	4	-3.4	3.1	-3	-7	2.1	7	-1	-4
Cn1c(-c2ccccn2)[n+](C)c2ccccc21	5.3	0	-1.8	-0.3	-1	-3	1.9	3	-11	1
COc1ccc(C(=O)NC2CC2)cc1OC1CCN(Cc2ccc(F)cc2Cl)CC1	-0.1	0	-0.7	2.8	.	4	-0.1	-4	2	2
CC(C)(C)OC(=O)C[C@H]1C/C=C\C[C@H](CC(=O)N[C@H](CO)Cc2ccccc2)C(=O)N2CCC[C@H]2COC1=O	3.1	-1	-0.2	-3.8	-4	-35	0.3	35	9	-10
Cc1ccc(-n2c3c(cc(C(=O)N4CCN(C)CC4)c2=O)C(=O)CC(C)(C)C3)cc1	4.0	4	-2.3	-0.2	-3	-5	3.1	5	3	2
C#CCOCCOCCOCCNc1nc(N2CCOCC2)nc(N2CCN(C(=O)[C@H]([C@@H](C)CC)n3cc([C@@H](N)CC(C)C)nn3)CC2)n1	1.0	2	1.0	-1.1	-3	-2	0.9	2	5	1
CC(C(=O)OCC(=O)c1c(N)n(C)c(=O)n(C)c1=O)N1C(=O)c2ccccc2C1=O (centres undefined)	2.3	-3	-0.5	-3.0	-1	-20	2.0	20	9	2
Cc1cc(C(=O)CSc2nnc(N)s2)c(C)n1C1CC1	4.4	6	-1.4	-2.5	-6	14	-1.4	-14	38	-7
Cc1ccc(S(=O)(=O)N(Cc2ccccc2)c2ccccc2C(=O)NCc2ccco2)cc1	2.4	-1	-1.7	1.2	-1	-12	0.1	12	0	12
Cc1[nH]c2ccc(F)cc2c(=O)c1SC(F)(F)C(F)C(F)(F)F (centres undefined)	4.4	2	-2.9	-0.2	1	.	1.2	.	1	0
COc1ccc(N(Cc2ccccc2)S(=O)(=O)c2cccc(C(=O)NC3=NCCS3)c2)cc1	1.8	0	.	-1.2	0	5	0.5	-5	1	-3
COCCOC1CCN(C(=O)C2CCC(=O)N(CCc3ccc(OC)cc3)C2)CC1 (centres undefined)	2.0	2	-2.4	-2.8	-1	-23	2.9	23	14	-10
CNC(=S)N(Cc1ccc2c(c1)OCO2)C1CC(=O)N(c2ccccc2)C1=O (centres undefined)	7.3	-3	-1.9	1.2	-4	-37	1.7	37	10	-20
Cc1cc(C)nc(N2CCCC(C(=O)Nc3cccc(Cl)c3)C2)n1 (centres undefined)	1.2	0	-1.6	-0.7	0	.	0.4	.	-16	1
COc1ccc(C(C)=O)c2c(O)cccc12	2.4	.	.	1.6	0	0	-1.4	0	-16	-28
CCCc1cc2c(=O)c(-c3ccc4c(c3)OCCO4)c(C)oc2cc1OS(C)(=O)=O	2.0	.	-1.5	0.3	-1	41	1.8	-41	-14	13
CCN(CC)C(=O)Oc1ccc(Br)cc1C(=O)Nc1ccc(F)cc1F	1.1	-3	0.3	-3.7	-5	63	-0.4	-63	.	-2
COc1nc(NCc2ccco2)nc(NC2CCCCC2)n1	2.5	22	-2.6	-3.5	1	14	2.8	-14	39	-1
Cc1cccc(C(=O)NCCN(C)C)c1	2.5	.	-1.1	1.4	-1	-23	-0.8	23	-9	-6
O=C(CSc1cn(Cc2cccc(F)c2)c2ccccc12)NCc1ccc(F)cc1	1.0	10	-2.1	1.4	.	15	-3.5	-15	.	-2
C=CC[C@H](CC(=O)N(CCO)Cc1ccccc1)C(=O)NC[C@H](OC(=O)[C@@H](CC=C)Cc1ccc(F)cc1)c1ccccc1	2.5	-5	0.4	-2.6	-1	12	-2.5	-12	-16	14
NC(=O)c1ccc(NC(=O)COC(=O)c2ccc(Br)o2)cc1	4.0	-1	-1.8	-0.7	-2	-2	0.6	2	7	15
Clc1cc2nc3ccccn3c2cc1Cl	-1.2	.	-1.2	4.5	0	25	4.5	-25	38	-7
CN(C)S(=O)(=O)Oc1ccsc1C(=O)Nc1ccc(Cl)cc1	4.3	1	-1.5	0.2	-5	36	0.8	-36	4	9
CN1CCc2c1nc1ccccc1c2N=C1CCCN1Cc1ccccc1	2.7	0	-2.6	-0.8	1	-8	3.3	8	25	6
Cc1ccc(C(=O)COC(=O)CN2C(=O)C3C4C=CC(C4)C3C2=O)cc1[N+](=O)[O-] (centres undefined)	.	.	-1.0	0.9	-3	.	3.9	.	.	-9
O=C(CC1Sc2ccccc2NC1=O)NNc1ccc(F)cc1 (centres undefined)	2.4	-1	-0.1	.	.	1	.	-1	-10	15
CCOc1ccc(NC(=O)c2cc(Cl)nc3ccccc23)cc1	-0.8	-4	-1.2	3.7	.	16	4.5	-16	.	-2
CC(C(=O)NCCC1=CCCCC1)N1C(=O)c2ccccc2C1=O (centres undefined)	2.8	6	-3.2	-1.6	-2	11	-1.5	-11	0	5
C[C@@H]1C=C(C(=O)N2CCOCC2)O[C@H](OCc2ccc(CO)cc2)C1	2.0	0	-2.9	0.0	-8	-10	-0.8	10	16	0
CC/C(O)=C1\C(=O)CCCC1=NCCc1nc2ccccc2[nH]1	.	.	-1.4	-1.6	4	-12	-0.2	12	2	2
S=C(Nc1ccc2c(c1)OCO2)N1CCCC1	2.3	2	-0.1	-0.8	-9	-15	2.4	15	19	1
CN(C)S(=O)(=O)Oc1cccc(C(=O)Nc2ccc([N+](=O)[O-])cc2)c1	3.0	10	0.4	-0.6	-3	26	-0.4	-26	18	-8
CCCN(CC(=O)Nc1ccccc1OC)C(=O)c1cccc(S(=O)(=O)NCc2ccccc2)c1	1.8	-3	-1.5	-2.2	7	6	-1.0	-6	-6	-5

Record cards, from the list above.
Results for CCCN(CC(=O)Nc1ccccc1OC)C(=O)c1cccc(S(=O)(=O)NCc2ccccc2)c1 → phage Ecoli inh = 1.8; Wnt bcat act = -3; CAL PDZ FP-1 = -1.5; E coli growth = -2.2; CAL PDZ FP-2 = 7; SR-BI HDL uptake = 6; AddAB inh = -1.0; SR-BI uptake up = -6; MITF TRPM1 HTS = -6; Tat transport = -5
Results for CN(C)S(=O)(=O)Oc1cccc(C(=O)Nc2ccc([N+](=O)[O-])cc2)c1 → phage Ecoli inh = 3.0; Wnt bcat act = 10; CAL PDZ FP-1 = 0.4; E coli growth = -0.6; CAL PDZ FP-2 = -3; SR-BI HDL uptake = 26; AddAB inh = -0.4; SR-BI uptake up = -26; MITF TRPM1 HTS = 18; Tat transport = -8

Additional results
SMILES	phage Ecoli inh	Wnt bcat act	CAL PDZ FP-1	E coli growth	CAL PDZ FP-2	SR-BI HDL uptake	AddAB inh	SR-BI uptake up	MITF TRPM1 HTS	Tat transport
CC(c1ccco1)N(C(=O)c1ccc(F)cc1)c1ccccn1 (centres undefined)	1.3	-1	-0.4	-0.8	5	-33	0.0	33	-2	-3
Cc1ccc(NS(=O)(=O)c2ccccc2F)cc1S(=O)(=O)N1CCCCC1	0.6	3	-0.9	-3.3	-2	3	0.4	-3	.	10
CCNCc1ccccc1OCc1ccccc1	5.3	0	-1.2	2.1	-2	-18	3.2	18	5	-14
O=C(CCn1c(=O)oc2ccccc21)Nc1ccc(C(=O)O)cc1	1.3	1	-2.4	0.2	-6	.	4.3	.	-1	3
CC1CN(S(=O)(=O)c2ccc(C(=O)Nc3sccc3C(N)=O)cc2)CC(C)O1 (centres undefined)	3.5	-1	-0.5	0.2	-1	17	-0.3	-17	3	-10
CC(C)CCN1CCN(Cc2nc3c(s2)CCCC3)CC1CCO (centres undefined)	3.3	-1	-1.9	0.1	7	-20	-2.1	20	9	5
COc1cccc(CC(=O)Nc2ccc(S(=O)(=O)Nc3nccs3)cc2)c1	0.8	-4	-0.5	1.1	-8	-5	-0.2	5	-3	0
CCCC(=O)Nc1nnc(CC(=O)OCC)s1	0.9	.	0.4	-0.5	-3	-1	2.2	1	-1	-4
O=C(Nc1nnc(-c2ccc(Br)cc2)o1)C1=COCCO1	-1.5	11	-2.3	-0.8	0	-14	-0.8	14	10	-10
Cc1ccsc1C(=O)NCc1ccccc1Cl	2.7	-1	-4.6	0.1	-1	.	3.4	.	9	7
CCOC(=O)c1oc2ccccc2c1NC(=O)C(C)(C)C	1.0	-3	0.5	0.4	7	9	1.5	-9	12	-9
COc1ccc(Cl)cc1NC(=S)NCc1ccc(S(N)(=O)=O)cc1	2.2	4	-1.0	-0.9	-4	-4	5.0	4	-2	4
